Source: PubChem
L3MBTL1 inh: L3MBTL1 (human) inhibition; Q9Y468; Potency, µM (highest dose often 57.1 µM), for the others: top-dose activity, negative = inhibition, most hits filed as inhibitors; AID 485360; 0.66% of 230,000 active; AlphaScreen L3MBTL1–H3K9me1 peptide binding; active means well fitted inhibition curve with a large enough effect; inconclusive means small, poorly fitted or top-dose-only effect; inactive means no such curve, though single readings can be large or run the other way; further: nearly all actives have a fitted effect of over 60% in size
Target sequence (Q9Y468 whole entry, looked up): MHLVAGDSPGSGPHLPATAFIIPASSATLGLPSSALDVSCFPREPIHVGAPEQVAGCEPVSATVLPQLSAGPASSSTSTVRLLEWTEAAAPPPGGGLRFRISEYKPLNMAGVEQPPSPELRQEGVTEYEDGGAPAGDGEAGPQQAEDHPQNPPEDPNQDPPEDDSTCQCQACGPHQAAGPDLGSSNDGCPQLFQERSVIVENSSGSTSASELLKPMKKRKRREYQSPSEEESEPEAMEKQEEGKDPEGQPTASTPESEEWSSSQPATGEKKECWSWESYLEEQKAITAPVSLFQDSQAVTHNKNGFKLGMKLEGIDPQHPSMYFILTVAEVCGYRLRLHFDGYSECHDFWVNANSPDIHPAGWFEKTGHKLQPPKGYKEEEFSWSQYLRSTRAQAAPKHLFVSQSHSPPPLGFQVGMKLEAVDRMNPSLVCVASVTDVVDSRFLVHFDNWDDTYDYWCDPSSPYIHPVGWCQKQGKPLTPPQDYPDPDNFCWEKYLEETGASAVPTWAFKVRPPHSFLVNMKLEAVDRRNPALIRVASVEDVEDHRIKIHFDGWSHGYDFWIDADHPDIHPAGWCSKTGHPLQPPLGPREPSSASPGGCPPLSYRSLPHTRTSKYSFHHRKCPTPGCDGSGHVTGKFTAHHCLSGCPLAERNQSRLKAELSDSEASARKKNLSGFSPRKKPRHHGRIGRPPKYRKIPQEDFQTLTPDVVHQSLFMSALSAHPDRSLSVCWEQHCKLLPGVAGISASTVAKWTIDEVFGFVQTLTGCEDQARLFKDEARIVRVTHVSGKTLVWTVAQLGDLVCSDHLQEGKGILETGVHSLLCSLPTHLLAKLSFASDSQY
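AlphaScreen proximity signal between nickel-chelate acceptor and streptavidin donor beads (final 10 ug/mL) reports binding of 50 nM L3MBTL1 to 75 nM biotin-H3 K9me1 peptide; complex incubated with compounds 30 min at room temperature; cefsulodin titration as control.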
* marks the source's active call; other numbers are inactive results; & = joins results of further samples; [ ] = remark or other dose. On the % scale 0 is the no-effect control and ±100 the full control effect; potency means the concentration at half of the fitted maximal effect. This is a subset (hit frequency here may not be typical).

How did COc1ccc(Cl)cc1NS(=O)(=O)c1c(C)nc2sccn2c1=O do in these assays?
L3MBTL1 inh: -3%

Results for Nc1cc(=O)[nH]c(SCc2ccccc2Cl)n1 ?
L3MBTL1 inh: 2%

Results for COc1ccc(Cl)cc1C(=O)Nc1ccncc1 ?
L3MBTL1 inh: -3%

What do the screens show for `N#Cc1ccc(C(=O)N2CCN(S(=O)(=O)c3ccc(Cl)s3)CC2)cc1`?
L3MBTL1 inh: 1%

How did CN(C(=O)CSc1ncnc2sccc12)C1CCCCC1 do in these assays?
L3MBTL1 inh: 2%

How did CC1CCN(CC(=O)NC2CCCCC2)CC1 do in these assays?
L3MBTL1 inh: -1%

How did CCCCN(C(=O)c1ccncc1)c1c(N)n(CCC)c(=O)[nH]c1=O do in these assays?
L3MBTL1 inh: 8%

Results for COc1ccc(CN(C)C(=O)COC(=O)c2c(C)nn(-c3ccc(F)cc3)c2Cl)cc1 ?
L3MBTL1 inh: -8%

What do the screens show for `NC(=O)C1CCN(c2nc(-c3cccc(Cl)c3)cs2)CC1`?
L3MBTL1 inh: -12%&-8%

Results for O=[N+]([O-])c1ccc(N2CCN(c3ccccc3)CC2)cc1 ?
L3MBTL1 inh: -6%

What do the screens show for `CCCCN1C2CCCC1CC(NC(=O)c1cccc(OC)c1)C2` (centres undefined)?
L3MBTL1 inh: 1%

What do the screens show for `COc1cc(C(=O)OC(C)C(=O)NC(=O)NC2CCCCC2)ccc1OC(F)F` (centres undefined)?
L3MBTL1 inh: -5%

What do the screens show for `CN(CCc1ccccc1)C1CCCN(S(=O)(=O)c2cccc(F)c2)C1` (centres undefined)?
L3MBTL1 inh: -2%

Results for CC(=O)N1CCN(S(=O)(=O)c2cccc(C(=O)NNC(=O)Cn3nc(C)cc3C)c2)CC1 ?
L3MBTL1 inh: -1%

Results for CCN(CC)c1ccc(C=Nc2ccc(OC)c(S(=O)(=O)N3CCOCC3)c2)c(O)c1 ?
L3MBTL1 inh: 1%

What do the screens show for `COc1ccc(-c2sc(Nc3ccccc3)n[n+]2-c2ccccc2)cc1Br`?
L3MBTL1 inh: -1%

How did C=CCn1c(SCC(=O)NC2CCS(=O)(=O)C2)nnc1-c1ccc(Cl)cc1 (centres undefined) do in these assays?
L3MBTL1 inh: -2%

What do the screens show for `CCN(CC(=O)Nc1ccc(OC)cc1)C(=O)c1ccc2c(=O)n3c(nc2c1)CCC3`?
L3MBTL1 inh: 3%

Results for COC(=O)c1c(C)[nH]c(C(=O)CN(C)CC(=O)Nc2cccc(F)c2)c1C ?
L3MBTL1 inh: -5%

How did Cc1ccnc(NC(=O)CN2C(=O)NC(C)(c3ccc4ccccc4c3)C2=O)c1 (centres undefined) do in these assays?
L3MBTL1 inh: -7%

Results for Cc1ccc(S(=O)(=O)N2CCOCC2)cc1NC(=O)COC(=O)C1(C)CC1(Cl)Cl (centres undefined) ?
L3MBTL1 inh: 1%

How did CSCCCc1cn([C@@H](CO)C(=O)NCCCCCCCCCCC(=O)N2CCNCC2)nn1 do in these assays?
L3MBTL1 inh: -1%

How did CC(=O)c1ccc(NS(=O)(=O)c2cccc(C(=O)Nc3ccccc3C(=O)O)c2)cc1 do in these assays?
L3MBTL1 inh: 4%

What do the screens show for `COc1cccc(C2=CC(=O)C[C@H](c3ccc4c(c3)OCO4)C2)c1OC`?
L3MBTL1 inh: -3%

Results for CC(=O)c1ccc(S(=O)(=O)N2CCN(C(=O)c3ccc(-n4nc(C)c(Cl)c4C)cc3)CC2)cc1 ?
L3MBTL1 inh: -2%

How did CCOc1ccc(C2=CC(=O)C[C@H](c3ccc(OC)cc3)C2)cc1 do in these assays?
L3MBTL1 inh: 7%

What do the screens show for `COc1cc(/C=N/n2nnnc2N)ccc1OC(C)=O`?
L3MBTL1 inh: -9%

How did C#CCOCCOCCOCCNc1nc(N2CCN(C(=O)[C@H](CCC(=O)O)n3cc([C@@H](N)CCCCN)nn3)CC2)nc(N2CCN(C(=O)[C@H](CCC(=O)O)n3cc([C@@H](N)CCCCN)nn3)CC2)n1 do in these assays?
L3MBTL1 inh: inconclusive

Results for Cc1cc(Cl)cc(C)c1OCCOCCNCc1ccccc1 ?
L3MBTL1 inh: -1%

What do the screens show for `CCOC(=O)C1=C(COC(=O)c2ccc(OC)c(OC)c2OC)NC(=O)NC1C` (centres undefined)?
L3MBTL1 inh: 1%

Arranged by count of non-hydrogen atoms (ascending): some entries from above
What do the screens show for `COc1cc(/C=N/n2nnnc2N)ccc1OC(C)=O`?
L3MBTL1 inh: -9%

What do the screens show for `COc1cccc(C2=CC(=O)C[C@H](c3ccc4c(c3)OCO4)C2)c1OC`?
L3MBTL1 inh: -3%

Results for COC(=O)c1c(C)[nH]c(C(=O)CN(C)CC(=O)Nc2cccc(F)c2)c1C ?
L3MBTL1 inh: -5%

Results for Cc1ccc(S(=O)(=O)N2CCOCC2)cc1NC(=O)COC(=O)C1(C)CC1(Cl)Cl (centres undefined) ?
L3MBTL1 inh: 1%

Results for CC(=O)c1ccc(S(=O)(=O)N2CCN(C(=O)c3ccc(-n4nc(C)c(Cl)c4C)cc3)CC2)cc1 ?
L3MBTL1 inh: -2%

Carrying on:
How did CCOC(=O)C1=C(COC(=O)CCS(=O)(=O)c2ccc(C)cc2)NC(=O)NC1C (centres undefined) do in these assays?
L3MBTL1 inh: -6%

How did CC(C)(C)c1ccc(OCC(=O)Nc2cccc(S(=O)(=O)NC3=NCCCCC3)c2)cc1 do in these assays?
L3MBTL1 inh: -4%

Results for C=CC[C@H](CC(=O)N(CCO)Cc1ccccc1)C(=O)N[C@H](COC(=O)[C@@H](CC=C)Cc1ccc(F)cc1)Cc1ccccc1 ?
L3MBTL1 inh: 2%

How did O=S(=O)(c1c(F)cccc1F)C1CCN(S(=O)(=O)c2ccc3c(c2)OCCO3)CC1 do in these assays?
L3MBTL1 inh: 2%

What do the screens show for `COCCN(C(=O)c1sc2ccccc2c1Cl)c1c(N)n(CC(C)C)c(=O)[nH]c1=O`?
L3MBTL1 inh: 18%

How did Cc1ccc(C)c(-c2csc(-c3cccnc3)n2)c1 do in these assays?
L3MBTL1 inh: 9%

What do the screens show for `COc1ccccc1CNC(=O)COC(=O)c1cccc(-n2cnnn2)c1`?
L3MBTL1 inh: -2%

Results for O=C(Nc1ccc(C(=O)N2CCN(c3ccccn3)CC2)cc1)c1ccc(Br)o1 ?
L3MBTL1 inh: -10%

How did O=C(NCc1ccc2c(c1)OCO2)c1c(O)nc2sccn2c1=O do in these assays?
L3MBTL1 inh: -12%

How did Cc1ccc(S(=O)(=O)NCCNC(C)c2ccc(Br)cc2)cc1 (centres undefined) do in these assays?
L3MBTL1 inh: 4%

What do the screens show for `CN(Cc1ccccc1)C(=O)c1cc(S(=O)(=O)N2CCOCC2)cn1C`?
L3MBTL1 inh: -1%

What do the screens show for `CCNc1nc(NCC)n2c(SCC(=O)Nc3ccccc3OC(F)F)nnc2n1`?
L3MBTL1 inh: 3%

What do the screens show for `COc1ccc(CNC(=O)COC(=O)c2nc3nc(C)cc(C)n3n2)cc1`?
L3MBTL1 inh: -4%

How did Cc1ccccc1OC(=O)c1cccnc1 do in these assays?
L3MBTL1 inh: 4%

Results for CC(=O)Nc1ccc(S(=O)(=O)N(C)CC(=O)OC(C)C(=O)NC2CCCCC2)cc1 (centres undefined) ?
L3MBTL1 inh: 6%

Results for CSc1cccc2sc(NC(=O)C3=COCCO3)nc12 ?
L3MBTL1 inh: 1%

What do the screens show for `CCOc1ccc(CCNC(=O)c2ccc3c(c2)NC(=O)C2CCCN32)cc1OCC` (centres undefined)?
L3MBTL1 inh: -2%

Results for CC(C)[C@H](NC(=O)c1ccccc1)C(=O)OCC(=O)NCc1ccc2c(c1)OCO2 ?
L3MBTL1 inh: 2%

How did CC1CCCCN1C(=O)CSc1nc(N)nc(N)n1 (centres undefined) do in these assays?
L3MBTL1 inh: -1%

How did O=C1NC(Cc2ccccc2)c2nc3ccc(F)cc3c(=O)n2-c2cc(Cl)ccc21 (centres undefined) do in these assays?
L3MBTL1 inh: -4%

Results for COc1cc(-c2c(-c3ccc4c(c3)OCO4)noc2-c2ccsc2)ccc1F ?
L3MBTL1 inh: 9%

What do the screens show for `O=C(Nc1ccccc1)c1nc[nH]c1C(=O)NCCNC(=O)c1[nH]cnc1C(=O)Nc1ccccc1`?
L3MBTL1 inh: 2%

Results for CC1C(=O)N2CCCc3cc(NC(=O)C(=O)NCc4ccc5c(c4)OCO5)cc1c32 (centres undefined) ?
L3MBTL1 inh: -3%

How did Cc1c(C(=O)NCc2ccccn2)oc2ccc(Br)cc12 do in these assays?
L3MBTL1 inh: 9%

How did Cc1cc(C)cc(NC(=O)C2CCN(S(C)(=O)=O)CC2)c1 do in these assays?
L3MBTL1 inh: 1%[2.29 µM]

How did C=CCC[C@H](Cc1ccc(F)cc1)C(=O)OC[C@@H](NC(=O)[C@@H](CC=C)CC(=O)N[C@H](CO)Cc1ccccc1)C(C)(C)C do in these assays?
L3MBTL1 inh: -3%

How did O=C(O)c1cc(S(=O)(=O)NCCCN2CCCC2=O)ccc1Cl do in these assays?
L3MBTL1 inh: 2%

What do the screens show for `O=C(NCCS(=O)(=O)N1CCN(c2ccc(F)cc2)CC1)c1ccc2c(c1)OCO2`?
L3MBTL1 inh: -6%

What do the screens show for `CCOC(=O)N1CCN(C(=O)COC(=O)c2cc(C)ccc2C)CC1`?
L3MBTL1 inh: 1%

What do the screens show for `COC(=O)C1=C(C)N(Cc2ccccc2)C(=NCc2ccc(OC)cc2)N[C@H]1c1ccccc1`?
L3MBTL1 inh: 1%

How did O=C(Nc1ccc(N2CCOCC2)cc1)c1ccc2ncsc2c1 do in these assays?
L3MBTL1 inh: -6%

How did CC1CCCC(NC(=O)CCNC(=O)c2ccccc2Cl)C1C (centres undefined) do in these assays?
L3MBTL1 inh: -2%

How did COc1cc(-c2noc(C)c2/C=C/c2ccc(N)cc2)cc(OC)c1OC do in these assays?
L3MBTL1 inh: -18%

Results for COc1ccc(-c2noc(N3CCC(C(=O)NCCCN4CCC(C)CC4)CC3)n2)cc1 ?
L3MBTL1 inh: 6%

Results for COc1ccc(-c2cc(C(=O)N(C)Cc3ccccc3)c3ccccc3n2)cc1 ?
L3MBTL1 inh: 4%

Results for COc1ccc(Cl)cc1NC(=O)CN(C)C(=O)CN1C(=O)NC2(CCCC2)C1=O ?
L3MBTL1 inh: -7%

What do the screens show for `COc1ccc(NS(=O)(=O)c2ccc(O)c(C(=O)OCC(=O)N3CCCCC3)c2)cc1`?
L3MBTL1 inh: 3%

What do the screens show for `COc1ccc(-c2nc(CN3CCN(Cc4cccc(Cl)c4)CC3)c(C)o2)cc1`?
L3MBTL1 inh: 4%[2.29 µM]

How did Cc1cnc(NC(=O)CSCc2c(C)noc2C)s1 do in these assays?
L3MBTL1 inh: -3%

What do the screens show for `CC1Cc2cc(-c3csc(N)n3)ccc2O1` (centres undefined)?
L3MBTL1 inh: -10%

How did O=C(O)CSc1nnc(COc2ccc(Br)cc2)n1-c1ccccc1 do in these assays?
L3MBTL1 inh: 9%[2.29 µM]

How did CN(Cc1c(F)cccc1Cl)C(=O)CNC(=O)c1sc2ccccc2c1Cl do in these assays?
L3MBTL1 inh: -3%

What do the screens show for `C=CC[C@@H](CC(=O)N[C@H](CO)Cc1ccccc1)C(=O)N[C@H](COC(=O)[C@@H](CC=C)Cc1ccc(F)cc1)Cc1ccccc1`?
L3MBTL1 inh: -4%

What do the screens show for `COc1ccc(CCNC(=O)c2cccc(S(=O)(=O)N3CCOCC3)c2)cc1OC`?
L3MBTL1 inh: 0%

How did O=C1NC(Cc2ccccc2)c2nc3ccc(F)cc3c(=O)n2-c2ccccc21 (centres undefined) do in these assays?
L3MBTL1 inh: 1%

How did CN(C)C(=O)c1ccc(NC(=O)COC(=O)C2(c3ccccc3)CCCC2)cc1 do in these assays?
L3MBTL1 inh: 37%[activator]

Results for CN(CC(=O)Nc1ccccc1Cl)C(=O)c1cc(C2CC2)nn1-c1ccccc1 ?
L3MBTL1 inh: 0%

How did O=C(CN1CCN(Cc2ccccc2)CC1)NCc1ccc(Cl)cc1 do in these assays?
L3MBTL1 inh: 1%

How did C[C@H](CO)N1C[C@H](C)[C@@H](CN(C)Cc2ccc(-c3ccccc3)cc2)Oc2c(NS(=O)(=O)c3ccc(F)cc3)cccc2C1=O do in these assays?
L3MBTL1 inh: -8%

How did COc1ccc(NC(=O)COC(=O)CNC(=O)C2CCCCC2)cc1OC do in these assays?
L3MBTL1 inh: -2%

How did Cc1ccc(NC(=O)COC(=O)c2ccc(-n3cnnn3)cc2)c(Br)c1 do in these assays?
L3MBTL1 inh: 4%

How did Cc1ccc2c(c1)N(C(=O)CCC(=O)NCCCN1CCN(C)CC1)CC(C)O2 (centres undefined) do in these assays?
L3MBTL1 inh: 33%[activator]

How did CCN(CC(=O)Nc1c(F)cccc1F)C(=O)c1ccc(Sc2nncn2C)c([N+](=O)[O-])c1 do in these assays?
L3MBTL1 inh: 6%

What do the screens show for `CN1/C(=C/c2cccc[n+]2CCO)Sc2ccccc21`?
L3MBTL1 inh: 3%

Results for COC(=O)c1c(NC(=O)COC(=O)C2CCC2)sc(C)c1C ?
L3MBTL1 inh: 26%

What do the screens show for `COc1ccc([N+](=O)[O-])cc1NS(=O)(=O)c1cc(C(=O)N2CCN(C)CC2)ccc1OC`?
L3MBTL1 inh: 6%

What do the screens show for `CCS(=O)(=O)c1ccc(O)c(NC(=O)c2ccc(S(=O)(=O)N3CCCCCC3)cc2)c1`?
L3MBTL1 inh: 7%

Taken from the results shown for reference:
How did COc1ccc(Cl)cc1NS(=O)(=O)c1c(C)nc2sccn2c1=O do in these assays?
L3MBTL1 inh: -3%

Results for Nc1cc(=O)[nH]c(SCc2ccccc2Cl)n1 ?
L3MBTL1 inh: 2%

Results for COc1ccc(Cl)cc1C(=O)Nc1ccncc1 ?
L3MBTL1 inh: -3%

What do the screens show for `N#Cc1ccc(C(=O)N2CCN(S(=O)(=O)c3ccc(Cl)s3)CC2)cc1`?
L3MBTL1 inh: 1%
